TAAR1 antagonist – human TAAR1 antagonists, primary screen, Fluo-8 calcium fluorescence, CHO RD-HGA16 cells | Trace amine-associated receptor 1 (Homo sapiens), Q96RJ0 | antagonist | inhibition, % at 3 µM | hit rate 1.5% among 360,000 | AID 624466, 2012;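 active = inhibition above a per-plate cutoff, the mean inhibition of test compounds on that plate plus 3 SD, cut at about 49% in these data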;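 note: 0% = DMSO plus EC80 beta-PEA response and 100% = DMSO alone without agonist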
Target sequence (Q96RJ0 whole entry, looked up): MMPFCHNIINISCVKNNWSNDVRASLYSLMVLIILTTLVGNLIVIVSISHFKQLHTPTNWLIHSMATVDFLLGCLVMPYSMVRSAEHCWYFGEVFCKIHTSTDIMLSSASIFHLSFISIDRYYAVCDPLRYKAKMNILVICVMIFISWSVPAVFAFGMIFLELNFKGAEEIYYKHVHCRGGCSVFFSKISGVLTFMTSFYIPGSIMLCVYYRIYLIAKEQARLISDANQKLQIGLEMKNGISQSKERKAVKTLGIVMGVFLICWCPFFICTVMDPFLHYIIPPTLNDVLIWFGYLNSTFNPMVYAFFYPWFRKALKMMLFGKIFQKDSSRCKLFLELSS
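Test system: CHO RD-HGA16 cells bearing hTAAR1 | Reagent: β-PEA, EC80 | Compound dosing: 3 µM, single point | Schedule: Dye loading 75 min at 37 °C, then 30 min room temperature | Signal: Calcium fluorescence with Fluo-8 | Evaluation: Percent inhibition of PEA-evoked calcium signal, max/basal emission ratio | Control set: DMSO-only wells and EC80 β-PEA-stimulated wells | Repeats: Singlicate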
GPR7 antag – GPR7 receptor antagonists, primary screen, cell-based, fluorescence, single concentration; hit rate 1.1% among 290,000; Neuropeptides B/W receptor type 1 (Homo sapiens), P48145; AID 1861, 2009; GPR7-expressing cells, fluorescence antagonist assay; inhibition, % at 4.4 µM; in the data active = inhibition above about 16%, passing the limit was not always enough;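 note: cells stimulated with the agonist NPW; 0% = agonist with vehicle and 100% = vehicle without agonist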
CHO parental Ca – ATP-evoked calcium signal inhibitors, parental CHO, primary screen, counter-screen for OX1R antagonist project, cell-based, fluorescence, Fluo-8 calcium dye. parental CHO-K1, ATP-induced calcium, Fluo-8 fluorescence. inhibition, % at 5.6 µM. hit rate 0.63% among 330,000. AID 463079, 2010;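 active = inhibition above that plate's mean sample inhibition plus 3 SD, cut at about 26% in these data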;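 note: 0% = ATP-challenged DMSO wells and 100% = DMSO wells without ATP; some compounds past the cut are filed as inactive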
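Assay system: untransfected parental CHO cell line. Also added: ATP agonist challenge. Dosing: one dose, 5.6 µM nominal. Measured by: Fluo-8 fluorescence. Read-out: % inhibition. Benchmarks: ATP wells versus no-ATP DMSO wells. Repeats: no replicates.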
CHO-K1 Ca ag – counter-screen for M1 agonists: effect in parental CHO-K1 cells; Fluo-8 calcium fluorescence; scaled to maximal ATP response, vehicle zero; hit rate 0.48% among 360,000; activation, % at 3 µM; in the data active = activation above about 15%;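 note: untransfected CHO-K1 host cells lacking M1 receptor as counterscreen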
V1R ag counter – agonists of human V1a receptor, primary screen, counter-screen for OXTR agonist project, fluorescence, CHO-V1R cells | Vasopressin V1a receptor (Homo sapiens), P37288 | Fluo-8 calcium fluorescence, agonist mode; 0% DMSO, 100% 3 nM vasopressin | activation, % at 3 µM | hit rate 0.25% among 320,000 | AID 2797, 2010;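 active = activation above the mean activation of all tested compounds plus 3 SD, per screening run, cut at about 20% in these data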;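 note: signal is peak over basal fluorescence ratio across a 100 second FLIPR read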
Target sequence (P37288 whole entry, looked up): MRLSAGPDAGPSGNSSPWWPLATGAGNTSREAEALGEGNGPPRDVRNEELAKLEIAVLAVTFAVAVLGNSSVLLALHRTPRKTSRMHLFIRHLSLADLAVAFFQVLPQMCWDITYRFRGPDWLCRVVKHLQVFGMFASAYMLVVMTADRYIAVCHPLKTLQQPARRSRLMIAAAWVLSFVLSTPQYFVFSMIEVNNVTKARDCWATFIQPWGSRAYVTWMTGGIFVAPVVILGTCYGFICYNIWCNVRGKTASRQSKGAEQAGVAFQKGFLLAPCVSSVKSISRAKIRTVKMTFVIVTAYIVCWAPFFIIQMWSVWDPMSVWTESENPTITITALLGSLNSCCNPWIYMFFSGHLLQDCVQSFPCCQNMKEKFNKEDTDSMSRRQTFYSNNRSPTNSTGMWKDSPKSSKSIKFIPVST
OXTR potentiate – human OXTR potentiators, primary screen, fluorescence, CHO-OTR cells, Fluo-8 calcium. Oxytocin receptor (Homo sapiens), P30559. Fluo-8 calcium fluorescence, potentiator mode; 0% = oxytocin EC15, 100% = EC100. activation, % at 3 µM. hit rate 0.061% among 320,000. AID 2445, 2010;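 active = activation above that plate's cutoff, the mean activation of tested compounds plus 3 SD, cut at about 6.6% in these data, passing the limit was not always enough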;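 note: 100% uses oxytocin at 75 nM as the full agonist control; some results filed as inactive read as strong as hits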
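test system = CHO-OTR cells, human receptor | compound = single-point 3.0 µM | schedule = 6 min compound pre-incubation at room temperature, 100 s kinetic read | signal = Fluo-8 no-wash calcium dye fluorescence, excitation 470-495 nm, emission 515-575 nm | repeats = single well per compound, singlicate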
M1 PAM parental – nonselective calcium activators in parental CHO-K1 cells, primary screen, counter-screen for M1 PAM project, cell-based, Fluo-8 calcium fluorescence, full deck, 1536-well; ATP EC20; 0% at ATP EC20, 100% at ATP max; activation, % at 3 µM; hit rate 0.02% among 360,000;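 active = activation above the run cutoff, the mean activation of all test compounds plus 3 SD, cut at about 40% in these data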;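 note: peak over basal fluorescence ratio in a 140 s read after ATP addition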
OXTR agonist – human OXTR agonists, primary screen, fluorescence, CHO-OTR cells, Fluo-8 calcium; Fluo-8 calcium fluorescence; normalized: DMSO 0%, oxytocin 100%; hit rate 0.32% among 320,000; AID 2435, 2010; Oxytocin receptor (Homo sapiens), P30559; activation, % at 3 µM;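 active = activation above the mean of all tested compounds plus 3 SD, cutoff set per screening run, cut at about 20% in these data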;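 note: peak over basal fluorescence ratio from a 100 s FLIPR kinetic read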
CHO-K1 Ca antag – nonselective inhibitor or artifact in parental CHO-K1 cells. ATP-induced calcium, Fluo-8 fluorescence. inhibition, % at 3 µM. hit rate 0.6% among 360,000;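 active = inhibition above a per-plate cutoff, the plate's mean sample inhibition plus 3 SD, cut at about 24% in these data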;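 note: 0% = DMSO plus EC80 ATP and 100% = DMSO alone without ATP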
* hit, by the source's call; · = no result given.

structure	TAAR1 antagonist	GPR7 antag	CHO parental Ca	CHO-K1 Ca ag	V1R ag counter	OXTR potentiate	M1 PAM parental	OXTR agonist	CHO-K1 Ca antag
Cc1ccc(NC(=O)C2CCN(S(=O)(=O)c3cccs3)CC2)cc1	19	0	-4	5.2	4.4	-6	-10	4.4	-20
Cc1cc(C(F)F)nn1CC(=O)NC1CCCCCC1	-22	1	-1	0.5	0.4	-3	-6	0.9	-3
CCOc1cc(C(=O)N2CCN=C2SC)cc(OCC)c1OCC	17	-7	-5	0.0	-1.2	-1	-6	-1.4	14
COc1ccc(NC(=O)N2CCN(CCC#N)CC2)cc1	-3	4	-3	-0.1	0.8	-6	11	1.0	2
Cc1nn(C(=O)CN2C(=O)c3ccccc3C2=O)c(C)c1Br	-9	-4	-18	-0.1	2.8	-4	0	1.1	13
Cc1cccnc1NC(=O)CNC(=O)C1CCCCC1	1	·	-11	0.4	0.5	-2	-2	0.5	-6
CCOc1ccc(NC2=CC(=O)CCC2)cc1	-7	14	-20	-1.6	-0.9	-10	-13	-1.1	4
CC(=O)c1cccc(NC(=O)C2CCN(C(=O)c3ccccc3Cl)CC2)c1	-3	-12	1	1.6	0.3	0	17	1.5	3
CCOC(=O)C1CCN(C(=O)C23CC4CC(CC(C4)C2)C3)CC1	5	13	-4	0.3	0.6	-13	4	5.8	-1
COc1ccccc1N(CC(=O)N1CCCC1)S(=O)(=O)c1cc([N+](=O)[O-])ccc1Cl	-7	·	-22	0.4	0.5	-8	18	0.5	-12
O=C(Cn1c(C(F)(F)F)nc2ccccc21)Oc1cccc(C(F)(F)F)c1	-13	7	4	0.1	0.0	-21	13	0.1	2
Cc1cc(OCCn2ccnc2)cc(C(C)C)c1	-7	-12	-16	0.1	0.7	-7	-11	-0.3	2

Overlap with the part before: two compounds, followed by the next part.
structure	TAAR1 antagonist	GPR7 antag	CHO parental Ca	CHO-K1 Ca ag	V1R ag counter	OXTR potentiate	M1 PAM parental	OXTR agonist	CHO-K1 Ca antag
O=C(Cn1c(C(F)(F)F)nc2ccccc21)Oc1cccc(C(F)(F)F)c1	-13	7	4	0.1	0.0	-21	13	0.1	2
Cc1cc(OCCn2ccnc2)cc(C(C)C)c1	-7	-12	-16	0.1	0.7	-7	-11	-0.3	2
COc1cccc2c1cc1c(=O)n(CC(=O)NC3CCCCC3)nc(C)n12	·	-7	3	2.1	0.4	0	2	0.1	-12
N#CC1=C(N)OC2=C(CN(Cc3ccccc3)C/C2=C\c2cccnc2)C1c1cccnc1 (stereo not drawn)	35	-13	-16	0.6	0.7	1	18	0.1	-2
CC(NC(=O)c1ccc(CS(=O)(=O)Cc2ccccc2F)o1)c1ccc2c(c1)OCCO2 (stereo not drawn)	-7	0	-28	1.5	0.5	-12	13	-0.9	-10
CC(C)CC(=O)NC(=S)NNC(=O)c1ccc(NC(=O)C2CCCCC2)cc1	-4	0	-5	0.2	-0.2	-1	23	-2.8	-5
CCOC(=O)N1CCC(N2C(=O)c3ccccc3C2Nc2ccccc2)CC1 (stereo not drawn)	-26	-4	-22	1.5	-1.1	-4	23	-0.8	-3
O=C(N/N=C/c1c(Cl)cccc1Cl)C(=O)NC1CC1	12	-8	3	0.3	-0.7	-5	7	-0.5	1
CS(=O)(=O)c1cccc(C(=O)Nc2cccc(S(=O)(=O)N3CCCC3)c2)c1	0	·	·	1.5	·	·	-6	·	4
O=C(Nc1cccc(NC(=O)c2cccnc2Cl)c1)c1ccco1	12	0	-4	1.5	0.9	-3	6	0.8	-1
COc1cc(CNn2c(C)n[nH]c2=S)cc(Cl)c1OCC(=O)NC(C)(C)C	-6	-5	-12	3.2	0.5	1	1	0.9	0
CCOC(=O)N=Nc1c(O)n(CC(=O)OC)c2ccccc12	10	-18	-11	-0.2	0.8	0	-8	0.1	12
CCOC(=O)c1c(C)n(C)c2ccc(O)c(S(=O)(=O)c3ccccc3)c12	·	1	-19	0.3	0.5	-1	-2	0.5	-24
CC1CN(C(NC(=O)c2ccccc2)C(Cl)(Cl)Cl)CC(C)O1 (stereo not drawn)	-9	7	·	0.5	·	·	-6	·	-7
Cc1cc(C)n(C(=O)c2ccc(S(=O)(=O)N3CCCC3)cc2)n1	2	-10	-12	-0.3	-1.2	-13	10	0.8	0
O=C(CCc1ccccc1)NN1C(=O)C2C3C=CC(C3)C2C1=O (stereo not drawn)	3	-3	-3	0.2	0.6	3	15	0.9	-8
O=C(O)c1c(-c2ccccc2)cnc2ccccc12	6	·	·	0.8	·	·	25	·	-12
COc1ccc(C(=O)NC(=S)NNC(=O)c2ccc(NC(=O)C(C)C)cc2)cc1	-17	-4	-9	-1.0	0.8	3	20	-2.0	-9
CCn1c(N)c(C(=O)NCCOC)sc1=S	15	6	-1	0.4	0.8	-3	13	0.3	-8
COc1ccc([C@H]2CC(=O)C[C@@H](CCn3cc(CC4CCCC4)nn3)O2)cc1	-4	·	·	0.8	·	·	7	·	-12
CN(C)CCNC(=O)c1ccc(-c2cn3c(-c4ccc(Oc5ccccc5)cc4)cnc3cn2)cc1	17	·	·	0.7	·	·	1	·	-3
Cc1ccc(NC(=O)COC(=O)c2c(-c3ccccc3)noc2C)c(C)c1	0	·	-15	0.3	-0.7	0	7	-1.4	-22
COc1ccc(C(c2nnnn2Cc2ccccc2)N2CCN(C(=O)c3ccco3)CC2)cc1OC (stereo not drawn)	-1	-11	-11	1.3	0.0	-19	20	-0.1	-20
CCC/C(=N\NC(=O)Cc1csc(N2CCOCC2)n1)c1ccccc1	-16	8	2	0.5	1.1	-5	11	1.1	4
COCC1CCN(Cc2cn[nH]c2-c2ccc(OC)c(F)c2)C1 (stereo not drawn)	-3	3	0	0.5	-0.7	-4	-3	0.2	-9
COc1cnc(-c2cccc(C(F)(F)F)c2)nc1OC	-13	-17	-12	0.0	0.3	-14	13	-1.7	-8
CC1(c2ccccc2)NC(=O)N(CC(=O)N2CCOCC2)C1=O (stereo not drawn)	0	13	5	0.0	-0.2	-4	2	0.5	-2
O=C(NS(=O)(=O)c1ccccc1)c1ccccc1O	3	-11	9	-0.3	0.7	-7	1	0.3	5
O=C(O)[C@H]1CCCC[C@H]1C(=O)NCCNC(=O)[C@@H]1CCCC[C@@H]1C(=O)O	-3	10	-2	6.9	0.7	-5	-3	0.4	0
Cc1cccc(-n2nc3c(c2NC(=O)c2ccc4c(c2)OCO4)CS(=O)(=O)C3)c1C	2	0	-4	0.3	1.1	-1	11	0.6	-6
CC(C)n1c(O)c(N=NC(=O)Cc2csc(N3CCOCC3)n2)c2ccccc21	23	-12	-27	3.1	-1.4	-7	4	-2.7	-12
COCCn1nnnc1CN(Cc1cc2cc(OC)c(OC)cc2[nH]c1=O)C1CCCC1	-4	-1	-5	-0.4	1.7	-6	7	0.6	-7
Nc1ccccc1SC1CC(=O)N(c2ccccc2Cl)C1=O (stereo not drawn)	-1	-7	-16	1.7	3.7	-10	12	-0.5	-16
COCCn1c(C)cc(/C=C(\C#N)C(=O)OCC(=O)N(C)c2c(N)n(Cc3ccccc3)c(=O)[nH]c2=O)c1C	-10	·	-24	1.3	0.7	-4	6	0.3	-11
O=C(c1cc(Cl)cc(Cl)c1)N1CCC(=O)N([C@H](COCc2ccccc2)Cc2ccccc2)CC1	0	·	·	1.1	·	·	7	·	-30
Nc1nccc(-c2cc(-c3ccc(Cl)cc3Cl)no2)n1	-12	-9	-13	0.3	-1.4	-14	5	-2.5	0
O=C1/C(=C\c2ccccc2)CCC/C1=C/c1ccccc1	3	·	·	-0.2	·	·	4	·	-9
COC(=O)c1cc(NC(=O)c2cc(C)oc2C)cc(C(=O)OC)c1	19	-10	-5	0.1	0.3	-5	-8	-2.3	11
CN1OC[C@@H]2CN(Cc3ccccc3)[C@H](c3cccc(-c4ccccc4)c3)C[C@@H]21	4	·	·	-0.4	·	·	4	·	-2
CCOC(=O)C1=C(C)NC2=C(C(=O)CCC2)C1c1cccnc1 (stereo not drawn)	12	-1	-5	-0.2	0.1	7	-3	1.3	-6
CC1CCN(Cc2nnnn2-c2ccc(Cl)cc2)CC1	13	-8	-13	-0.1	-0.8	-8	16	-1.9	-1
O=C(Nc1nccs1)c1ccc2sc([C@H]3C[C@H](O)[C@@H](CO)O3)nc2c1	-4	·	·	1.7	·	·	-7	·	1
COc1ccc(N(C(=O)c2ccco2)C(C(=O)NC2CCCC2)c2ccc(C)cc2)c(OC)c1 (stereo not drawn)	-3	6	·	0.1	·	·	8	·	-12
O=C(C/C=N\OCc1ccc(Cl)cc1Cl)Nc1ccccc1	3	-2	-24	-0.8	0.7	-14	-4	-1.5	12
CC(C)(C)c1ccc(NC(=O)N2CCCN(c3ccc([N+](=O)[O-])cn3)CC2)cc1	11	-10	-19	7.6	4.1	-14	-5	1.1	7

Screening data as filed in PubChem.
